# FH mod = Identification of activators of human fumarate hydratase by quantitative high-throughput screening; FH coupled MDH/diaphorase resazurin fluorescence, 15 min; AID 1347055, 2019; 54,000 compounds, 0.22% hits; Potency, µM (highest dose often 79.9 µM), inactives show at the top dose activity change, negative = inhibition, usual class: inhibitors; Fumarate hydratase, mitochondrial (Homo sapiens), P07954; also: the screen sought activators but most active calls are inhibition curves; nearly all actives have a fitted effect of over 45% in size
# Target sequence (P07954 whole entry, looked up): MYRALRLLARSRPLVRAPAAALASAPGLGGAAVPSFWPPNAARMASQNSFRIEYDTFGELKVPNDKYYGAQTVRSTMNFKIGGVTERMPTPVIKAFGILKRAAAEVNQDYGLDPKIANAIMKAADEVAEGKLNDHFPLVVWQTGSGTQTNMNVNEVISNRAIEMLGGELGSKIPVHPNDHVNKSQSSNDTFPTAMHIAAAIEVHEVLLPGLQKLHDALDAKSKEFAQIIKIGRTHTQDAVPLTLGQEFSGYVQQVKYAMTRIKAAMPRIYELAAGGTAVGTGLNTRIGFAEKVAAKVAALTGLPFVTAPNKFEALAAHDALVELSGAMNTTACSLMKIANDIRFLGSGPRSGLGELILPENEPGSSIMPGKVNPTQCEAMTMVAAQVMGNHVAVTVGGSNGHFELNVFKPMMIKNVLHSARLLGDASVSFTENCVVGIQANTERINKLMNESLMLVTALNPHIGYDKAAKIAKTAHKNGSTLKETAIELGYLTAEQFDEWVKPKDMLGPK
# NTMT1 inh = blocks human N-terminal methyltransferase 1 activity; 59,000 compounds, 2.5% hits; NTMT1 MTase-Glo SAH luminescence, purified enzyme; Potency, µM (series often up to 114 µM), without a hit: at the top dose activity change, negative = inhibition, most hits filed as inhibitors;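 also: plate controls were DMSO vehicle for no effect and no enzyme for full effect; nearly all actives have a fitted effect of over 65% in size; many of its hits are not listed in these tables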
# Target sequence (Q9BV86 whole entry, looked up): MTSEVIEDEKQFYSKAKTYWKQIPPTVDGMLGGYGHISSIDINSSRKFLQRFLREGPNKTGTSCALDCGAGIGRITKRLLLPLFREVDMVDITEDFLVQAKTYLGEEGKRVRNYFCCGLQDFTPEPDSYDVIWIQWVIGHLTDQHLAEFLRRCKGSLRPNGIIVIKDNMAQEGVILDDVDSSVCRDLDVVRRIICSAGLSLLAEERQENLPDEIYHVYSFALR
# Active calls of the source: *; ? = inconclusive; & = joins results of further samples; ! = repeats disagree; [ ] = dose if it differs, or a comment. Calls follow the shape of the dose curve; as a rule, active = well fitted curve in the direction sought with a large enough effect; inconclusive = small, poorly fitted or top-dose-only effect, or another doubt; inactive = no such curve, though single readings can be large; an effect the other way counts as inactive or inconclusive. Unless noted, % is scaled to controls: 0 for no effect and ±100 for the full control effect; potency is read from the fitted curve at half-maximal effect. Only part of the results is shown; the hit share may differ from the screen's.
[1] COc1ccc(-c2csc(NC(=O)[C@H]3CCCCN3S(=O)(=O)c3ccc(C)cc3)n2)cc1
  FH mod: -6.7%
  NTMT1 inh: -1.4%[57.5 µM]

[2] CC(=O)c1ccc2c(c1)[C@H](NC(=O)c1ccc(F)c(Cl)c1)[C@H](O)C(C)(C)O2
  FH mod: 8.5%
  NTMT1 inh: 4.6%[57.5 µM]

[3] COc1ncc(Nc2ncc([C@@H](C)N3CCN(S(C)(=O)=O)CC3)cc2-c2nc(C)nc(N)n2)cc1F
  FH mod: 6.2%
  NTMT1 inh: 2.8%[57.5 µM]

[4] CN(C)CCC[C@]1(c2ccc(F)cc2)OCc2cc(C#N)ccc21
  FH mod: 5.0%
  NTMT1 inh: ?

[5] CC[C@H](NC(C)C)[C@H](O)c1ccc(O)c2[nH]c(=O)ccc12
  FH mod: -9.9%&-12.3%[53.3 µM]
  NTMT1 inh: -16.8%

[6] CNC(=O)c1cc(Oc2ccc(NC(=O)c3cccc(C(F)(F)F)c3)cc2)ccn1
  FH mod: -5.6%
  NTMT1 inh: 15.6%[57.5 µM]

[7] COc1ccc(-c2cc(=O)c3c(O)cc(O[C@@H]4O[C@H](CO[C@@H]5O[C@@H](C)[C@H](O)[C@@H](O)[C@H]5O)[C@@H](O)[C@H](O)[C@H]4O)cc3o2)cc1O
  FH mod: -11.6%[53.3 µM]
  NTMT1 inh: -18.9%

[8] O=C(c1cc2c(cc1F)OC(c1ccc(F)cc1)(c1ccc(Cl)cc1Cl)O2)N1CCOCC1 (configuration not stated)
  FH mod: -5.6%
  NTMT1 inh: 9.6%[57.5 µM]

[9] CC1(C)[C@H](O[C@H]2O[C@H](C(=O)O)[C@@H](O)[C@H](O)[C@H]2O[C@@H]2O[C@H](C(=O)O)[C@@H](O)[C@H](O)[C@H]2O)CC[C@@]2(C)[C@H]1CC[C@]1(C)[C@H]2C(=O)C=C2[C@H]3C[C@@](C)(C(=O)O)CC[C@]3(C)CC[C@]21C
  FH mod: -3.9%[53.3 µM]
  NTMT1 inh: ?

[10] O=c1ccc2ccc(OCCCCN3CCN(c4cccc5sccc45)CC3)cc2[nH]1
  FH mod: 5.4%
  NTMT1 inh: ?

[11] CCCCN(CCCC)C(C(N)=O)c1ccc(OC)cc1 (configuration not stated)
  FH mod: -3.3%[53.3 µM]
  NTMT1 inh: -23.7%[57.5 µM]

[12] COc1cc2ncn(-c3cc(OCc4ccccc4C(F)(F)F)c(C(N)=O)s3)c2cc1OC
  FH mod: 15.1%[53.3 µM]
  NTMT1 inh: ?

[13] CCOc1nc(NC(=O)Cc2cc(OC)ccc2OC)cc(N)c1C#N
  FH mod: -0.2%
  NTMT1 inh: 8.4%[57.5 µM]

[14] O=C(c1ccc(OC(F)F)c(C#Cc2ccccn2)c1)N1Cc2cccnc2C1
  FH mod: 4.8%
  NTMT1 inh: 2.2%[57.5 µM]

[15] COc1cccc2cc(-c3nc(C4CCC(C(=O)O)CC4)n4ncnc(N)c34)[nH]c12 (configuration not stated)
  FH mod: -3.4%
  NTMT1 inh: 12.6%

[16] Cc1[nH]cnc1-c1ccc(Cl)cc1
  FH mod: -6.3%[53.3 µM]
  NTMT1 inh: 40.9%[activator][57.5 µM]

[17] CCOC(=O)N1CCC(n2c(=O)[nH]c3cc(Cl)ccc32)CC1
  FH mod: -4.9%[53.3 µM]
  NTMT1 inh: 33.0%[activator][57.5 µM]

[18] CCCCNc1ccc(C(=O)OCCN(C)C)cc1
  FH mod: -6.7%&0.0%[53.3 µM]
  NTMT1 inh: 20.9%[57.5 µM]

[19] O=c1cc(O)c(Cl)c[nH]1
  FH mod: 7.1%&2.9%[53.3 µM]
  NTMT1 inh: ?

[20] CCCn1c(=O)c2[nH]c(-c3ccc(OCC(=O)O)cc3)nc2n(CCC)c1=O
  FH mod: 0.0%
  NTMT1 inh: 2.5%[57.5 µM]

[21] CO[C@@H]1COCC[C@@H]1N[C@@H]1CC[C@@](C(=O)N2CCc3ncc(C(F)(F)F)cc3C2)(C(C)C)C1
  FH mod: -19.8%[20.6 µM]
  NTMT1 inh: ?

[22] O=C(COc1ccc(Cl)cc1)NC1CCC(NC(=O)COc2ccc(Cl)cc2)CC1 (configuration not stated)
  FH mod: 0.4%
  NTMT1 inh: 2.0%[57.5 µM]

[23] CNc1nc(Nc2cnn([C@H]3CCN(C4COC4)C[C@@H]3F)c2Cl)ncc1C(F)(F)F
  FH mod: -0.1%
  NTMT1 inh: -2.8%&-5.0%[57.5 µM]

[24] CCOC(=O)[C@H](CCc1ccccc1)N[C@@H](C)C(=O)N1Cc2ccccc2C[C@H]1C(=O)O
  FH mod: 4.6%[53.3 µM]
  NTMT1 inh: 0.0%[57.5 µM]

[25] O=C(Nc1ccc(Cl)cc1F)c1ccccc1O
  FH mod: -2.1%
  NTMT1 inh: 3.0%[57.5 µM]

# 4 entries picked at random from the list so far, as already listed:
[13] CCOc1nc(NC(=O)Cc2cc(OC)ccc2OC)cc(N)c1C#N
  FH mod: -0.2%
  NTMT1 inh: 8.4%[57.5 µM]

[4] CN(C)CCC[C@]1(c2ccc(F)cc2)OCc2cc(C#N)ccc21
  FH mod: 5.0%
  NTMT1 inh: ?

[20] CCCn1c(=O)c2[nH]c(-c3ccc(OCC(=O)O)cc3)nc2n(CCC)c1=O
  FH mod: 0.0%
  NTMT1 inh: 2.5%[57.5 µM]

[1] COc1ccc(-c2csc(NC(=O)[C@H]3CCCCN3S(=O)(=O)c3ccc(C)cc3)n2)cc1
  FH mod: -6.7%
  NTMT1 inh: -1.4%[57.5 µM]

# Some of the entries above in a different format.
entry | mol | FH mod | NTMT1 inh
19 | O=c1cc(O)c(Cl)c[nH]1 | 7.1%&2.9%[53.3 µM] | ?
20 | CCCn1c(=O)c2[nH]c(-c3ccc(OCC(=O)O)cc3)nc2n(CCC)c1=O | 0.0% | 2.5%[57.5 µM]
21 | CO[C@@H]1COCC[C@@H]1N[C@@H]1CC[C@@](C(=O)N2CCc3ncc(C(F)(F)F)cc3C2)(C(C)C)C1 | -19.8%[20.6 µM] | ?
22 | O=C(COc1ccc(Cl)cc1)NC1CCC(NC(=O)COc2ccc(Cl)cc2)CC1 (configuration not stated) | 0.4% | 2.0%[57.5 µM]
23 | CNc1nc(Nc2cnn([C@H]3CCN(C4COC4)C[C@@H]3F)c2Cl)ncc1C(F)(F)F | -0.1% | -2.8%&-5.0%[57.5 µM]

# Next section
[26] CC(=O)Nc1ccc([C@H](C)C(=O)Nc2ncc(C(C)C)s2)cc1
  FH mod: 1.1%
  NTMT1 inh: -2.0%&34.4%[57.5 µM]

[27] COc1ccc(NC(=O)c2ccc(-c3ccc(-c4nnc(C)o4)cc3C)cc2)cc1N1CCN(C)CC1
  FH mod: 1.9%
  NTMT1 inh: 3.7%[57.5 µM]

[28] CC(C)(C)c1ccc(C(=O)Nc2cn3cc(-n4ccnc4)ccc3n2)cc1
  FH mod: 15.9%
  NTMT1 inh: 3.8%[57.5 µM]

[29] C[C@H]1Oc2cc(cnc2N)-c2c(nn(C)c2C#N)CN(C)C(=O)c2ccc(F)cc21
  FH mod: -0.2%
  NTMT1 inh: 4.5%

[30] C/C=C/C(=O)N(CC)c1ccccc1C
  FH mod: 0.0%[53.3 µM]
  NTMT1 inh: 7.2%

[31] Cc1ccn(-c2ccc(-c3ncco3)cc2)c(=O)c1-c1ccc2nc(N)ncc2c1
  FH mod: 3.9%
  NTMT1 inh: -13.2%&5.1%[57.5 µM]

[32] CCCC(Nc1nc(-c2ccc(NC(=O)NCC)c(OC)c2)ncc1C)c1cccnc1 (configuration not stated)
  FH mod: -4.4%
  NTMT1 inh: -1.5%[57.5 µM]

[33] COc1cccc(CN(C(=O)CC(C)(C)C)[C@H]2C[C@H](C(=O)N3CCNCC3)N(Cc3ccc4c(c3)OCO4)C2)c1
  FH mod: -1.0%
  NTMT1 inh: -17.1%[57.5 µM]

[34] O=C(CCCl)NCc1ccccc1
  FH mod: 1.0%[53.3 µM]
  NTMT1 inh: 7.2%[57.5 µM]

[35] CCOC(=O)C1=Cc2ccc(C(F)(F)C(F)(F)F)cc2N=C(N)C1
  FH mod: -2.0%
  NTMT1 inh: -7.8%[57.5 µM]

[36] O=C(Nc1cnc(Cl)nc1)c1ccc(F)c(F)c1
  FH mod: 11.7%
  NTMT1 inh: -0.3%[57.5 µM]

[37] Nc1ccc(-c2cccc3c(=O)cc(N4CCOCC4)oc23)cc1
  FH mod: 0.7%
  NTMT1 inh: -6.0%[57.5 µM]

[38] C[C@@H]1CCCN1CCc1cc2cc(-c3ccc(C#N)cc3)ccc2o1
  FH mod: -2.9%
  NTMT1 inh: -2.5%[57.5 µM]

[39] Cc1cc([C@@H](C)Nc2ccccc2C(=O)O)c2nc(N3CCOCC3)cc(=O)n2c1
  FH mod: 1.7%
  NTMT1 inh: 7.8%&18.1%

[40] CCOc1nc2c(N)ncnc2n1CC
  FH mod: -8.3%
  NTMT1 inh: -4.9%[57.5 µM]

[41] C[C@]1(c2nc3c(C(N)=O)cccc3[nH]2)CCCN1
  FH mod: 22.5%[53.3 µM]
  NTMT1 inh: ?

[42] NC(=O)C1(N2CCCCC2)CCN(CCCC(=O)c2ccc(F)cc2)CC1
  FH mod: 3.3%[53.3 µM]
  NTMT1 inh: 4.0%[57.5 µM]

[43] Nc1nccn2c(C3CCC(C(=O)O)CC3)nc(-c3cc4cccc(Cl)c4[nH]3)c12 (configuration not stated)
  FH mod: -22.9%
  NTMT1 inh: 35.5µM*!

[44] CNC(=O)c1ccc(Nc2ncc(C(F)(F)F)c(NCc3nccnc3N(C)S(C)(=O)=O)n2)cc1
  FH mod: 6.5%
  NTMT1 inh: ?

[45] CCN(CC)CCOC(=O)c1ccc(N)cc1
  FH mod: 1.3%&0.6%[53.3 µM]
  NTMT1 inh: 8.3%[57.5 µM]

[46] Cc1cncc2cccc(S(=O)(=O)N3CCCN(C(=O)CN)C[C@@H]3C)c12
  FH mod: 4.4%
  NTMT1 inh: ?

[47] COc1ccc(C2CNC(=O)C2)cc1OC1CCCC1 (configuration not stated)
  FH mod: 1.1%&-22.0%&3.5%[53.3 µM]
  NTMT1 inh: 6.2%[57.5 µM]

[48] CN(C)C(=O)c1ccc(S(=O)(=O)c2ccc(NC(=O)[C@@](C)(O)C(F)(F)F)c(Cl)c2)cc1
  FH mod: 15.4%
  NTMT1 inh: ?

[49] CC(=O)NCc1cccc(OC[C@@H](O)CNCCc2ccc(NS(=O)(=O)c3ccccc3)cc2)c1
  FH mod: -13.6%
  NTMT1 inh: 6.4%[57.5 µM]

[50] Cc1c(C(=O)O)c(O)cc2c1C(=O)c1c(O)c([C@@H]3O[C@H](CO)[C@@H](O)[C@H](O)[C@H]3O)c(O)c(O)c1C2=O
  FH mod: -8.9%[53.3 µM]
  NTMT1 inh: ?

(51) COc1ccc(C2=N[C@H](c3ccc(Cl)cc3)[C@H](c3ccc(Cl)cc3)N2C(=O)N2CCNC(=O)C2)c(OC(C)C)c1
(52) CCc1cc(Nc2nccc(-c3c(-c4ccc(OC)c(C(=O)Nc5c(F)cccc5F)c4)nc4ccccn34)n2)c(OC)cc1N1CCC(N2CCN(S(C)(=O)=O)CC2)CC1
(53) Cc1cc(NC(=O)NCCN2CCC(O)(Cc3ccccc3)CC2)c2ccccc2n1
(54) COCCc1ccccn1
(55) Cc1cnc(-c2cc(N3CCN(C(=O)CCS(C)(=O)=O)CC3)ncc2Cl)c(C)c1
screen / no. | 51 | 52 | 53 | 54 | 55
FH mod | 2.2%[53.3 µM] | -3.7% | 11.4% | 2.1%[53.3 µM] | 5.9%
NTMT1 inh | 10.1% | 6.2% | -0.3%[57.5 µM] | 7.4%[57.5 µM] | -5.3%
